ROC1-CUL1 inh: inhibitors of human ROC1-CUL1 ubiquitin ligase activity; in vitro K48 di-Ub FRET, acceptor:donor ratio, 45 min; inhibition, % at 10 µM; hit rate 0.6% among 140,000; in the data active means inhibition above about 25%
Target sequence (P62877 whole entry, looked up): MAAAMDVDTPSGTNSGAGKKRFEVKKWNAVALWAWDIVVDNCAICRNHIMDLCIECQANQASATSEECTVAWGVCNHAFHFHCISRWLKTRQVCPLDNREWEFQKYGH
Target sequence (Q13616 whole entry, looked up): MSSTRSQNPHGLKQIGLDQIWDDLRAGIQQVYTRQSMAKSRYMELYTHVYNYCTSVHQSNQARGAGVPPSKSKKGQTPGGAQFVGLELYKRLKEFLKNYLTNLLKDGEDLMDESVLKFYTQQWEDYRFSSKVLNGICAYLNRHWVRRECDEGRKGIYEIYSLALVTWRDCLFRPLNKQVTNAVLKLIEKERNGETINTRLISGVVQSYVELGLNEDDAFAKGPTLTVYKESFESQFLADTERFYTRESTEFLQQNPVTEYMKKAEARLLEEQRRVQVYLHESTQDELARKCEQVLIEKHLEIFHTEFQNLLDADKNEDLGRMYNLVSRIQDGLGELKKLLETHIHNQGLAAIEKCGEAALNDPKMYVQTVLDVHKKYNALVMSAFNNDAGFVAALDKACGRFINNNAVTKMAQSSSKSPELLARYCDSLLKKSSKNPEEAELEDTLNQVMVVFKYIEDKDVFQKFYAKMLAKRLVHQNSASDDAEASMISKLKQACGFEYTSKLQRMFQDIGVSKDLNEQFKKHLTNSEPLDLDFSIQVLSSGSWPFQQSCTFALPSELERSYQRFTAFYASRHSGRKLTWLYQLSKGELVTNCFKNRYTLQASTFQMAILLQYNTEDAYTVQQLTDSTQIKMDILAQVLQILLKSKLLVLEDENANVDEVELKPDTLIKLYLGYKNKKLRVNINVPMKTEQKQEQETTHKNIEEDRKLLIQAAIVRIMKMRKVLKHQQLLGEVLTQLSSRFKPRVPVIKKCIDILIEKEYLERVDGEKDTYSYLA
The depositor's hits bear a star. A portion of the library, so the mix of outcomes need not match the whole.

ROC1-CUL1 inh,SMILES
0,CN(Cc1ccccc1Cl)C(=O)c1coc(COc2ccccc2)n1
41*,O=C1C(=O)N(c2nnc(SCc3ccc(F)cc3)s2)C(c2cccc(Oc3ccccc3)c2)C1C(=O)c1cc2ccccc2o1 (configuration not stated)
13,O=c1c(=O)c2c3c(ccc12)OCO3
-5,COc1ccc(CCNc2nccn(-c3ccc(C)c(C)c3)c2=O)cc1OC
-2,COc1ccc(OCCSc2nnc(C)n2-c2ccccc2)cc1
-3,NC(=O)CN1C(=O)c2cccc3cccc1c23
2,Cc1cccc(Nc2nc(N)nc(CN3CCN(c4ccc(F)cc4)CC3)n2)c1
3,Cc1ccc(C2c3cc4c(cc3OC(=N)C2C#N)OCO4)cc1 (configuration not stated)
-7,Clc1c(-c2nc3ccccc3s2)sc2ccccc12
3,CCOc1cc(C#N)c(NC(=O)C(C)Oc2ccc(Cl)cc2C)cc1OCC (configuration not stated)
1,CC(=O)CSc1nc2nc3nc(SCC(C)=O)[nH]c(=O)c3c(-c3ccc4c(c3)OCO4)c2c(=O)[nH]1
-7,O=C(Cn1cnc([N+](=O)[O-])c1)NCc1ccc(F)cc1
-9,CN(C)CCCOC(=O)c1ccc(C(C)(C)C)cc1
16,Cc1csc(=Nc2ccccc2)n1CCC(O)(P(=O)(O)O)P(=O)(O)O
-4,CSc1cccc(CNC(=O)CCCn2nnnc2CN2CCOCC2)c1

Random excerpt: four entries already listed
ROC1-CUL1 inh,SMILES
-3,NC(=O)CN1C(=O)c2cccc3cccc1c23
3,CCOc1cc(C#N)c(NC(=O)C(C)Oc2ccc(Cl)cc2C)cc1OCC (configuration not stated)
13,O=c1c(=O)c2c3c(ccc12)OCO3
-5,COc1ccc(CCNc2nccn(-c3ccc(C)c(C)c3)c2=O)cc1OC

Entries shown so far that contain fluorine, in the order listed:
ROC1-CUL1 inh,SMILES
41*,O=C1C(=O)N(c2nnc(SCc3ccc(F)cc3)s2)C(c2cccc(Oc3ccccc3)c2)C1C(=O)c1cc2ccccc2o1 (configuration not stated)
2,Cc1cccc(Nc2nc(N)nc(CN3CCN(c4ccc(F)cc4)CC3)n2)c1
-7,O=C(Cn1cnc([N+](=O)[O-])c1)NCc1ccc(F)cc1

The list goes on:
ROC1-CUL1 inh,SMILES
5,CCOc1ccccc1C1c2c(n[nH]c2C)OC(=N)C1C#N (configuration not stated)
-6,c1ccc(-c2cc(-c3ccccc3)[n+](Cc3cccnc3)c(-c3ccccc3)c2)cc1
3,C1CC(CN2CCOCC2)CN(c2nc3nonc3nc2N2CCSCC2)C1 (configuration not stated)
-7,CCCCOc1ccc(/C=C2\SC(=O)NC2=O)cc1OC
-7,O=C(NCC1CCCCO1)c1ccc2nc(C3CCCCC3)oc2c1 (configuration not stated)
-5,O=C(NNC(=O)c1cncc(Br)c1)c1cccnc1
9,CC1CCc2c(sc(NC(=O)c3ccc(Cl)cc3)c2C(=O)O)C1 (configuration not stated)
-7,Cc1c(CC(=O)N2CCCCC2)c(=O)oc2cc3occ(C(C)(C)C)c3cc12
-2,CC(C)(C)C1=C(C#N)C(c2cccnc2)C(C#N)C(=N)O1 (configuration not stated)
10,Cc1cc(Cl)ccc1OCC(=O)NCc1nc(-c2ccccc2NC(=O)C2CCCO2)oc1C (configuration not stated)
2,COc1ccc(-c2csc(-n3[nH]c(-c4ccc([N+](=O)[O-])cc4)c(N=Nc4ccc(Cl)cc4)c3=O)n2)cc1
2,CCOC(=O)c1nc(-c2ccc(Br)cc2)cs1
3,COc1ccc(C(=O)NN2C(=O)c3c(Cl)c(Cl)c(Cl)c(Cl)c3C2=O)cc1
-9,CCNS(=O)(=O)c1ccc(C(C)(C)C)cc1
6,CCCCCCC(C)NC(=O)C(C)(C)Oc1ccc(Cl)cc1 (configuration not stated)
2,CCN1C(=O)C(CC(=O)Nc2cccc(C)c2C)SC1=Nc1ccc(OC)cc1OC (configuration not stated)
-7,O=C(Nc1nnc(N2CCCCCC2)s1)Nc1cc(F)ccc1F
2,O=C1c2ccncc2C(=O)N1CCc1ccccc1
2,COc1ccc(Cn2cc(C(=O)c3ccc(C)c(C)c3)c(=O)c3ccccc32)cc1
6,Cn1c(=O)c2c(ncn2Cc2nc(N)nc(N3CCOCC3)n2)n(C)c1=O
-6,Cc1cccc(NC(=O)CSc2nnc(N)s2)c1
0,CSc1ccc(CC2(CCC(=O)NC(C)c3nc(C)cs3)CCC(=O)N2)cc1 (configuration not stated)
-3,COc1ccc(CNC(=O)c2cc3nc4c(c(C(F)(F)F)n3n2)CCc2ccccc2-4)cc1
4,NC(=O)c1ccccc1NC(=O)c1ccc(CN2CCCCC2)cc1
-2,COc1ccc(OC)c(NC(=O)N=C2C(=O)N(c3ccccc3)N(C)C2C)c1 (configuration not stated)
-7,Cc1cccc(OCC(=O)Nc2nc3c(s2)CC(C(C)(C)C)CC3)c1C (configuration not stated)
11,CN1CCCCC1CCNC(=O)c1ccc(NCc2ccccn2)nc1 (configuration not stated)
-1,Cc1cccc(N2CCN(C(=O)C3CCN(c4ncnc5c4nc4n5CCCCC4)CC3)CC2C)c1 (configuration not stated)
12,COc1ccc(OC)c(CCNC(=O)c2cnn(-c3ccccc3)c2-n2cccc2)c1
-5,Cc1cc(OCC(=O)NNC(=O)c2ccc(NC(=O)c3ccccc3C)cc2)ccc1Br
0,Cc1cccc(NS(=O)(=O)Cc2ccc(Cl)cc2)c1
-5,Clc1ccccc1CSc1nnc(C2CCNCC2)o1
1,Cc1ccc(-n2c(=O)c3c(n4c(SCC(N)=O)nnc24)-c2ccccc2CC32CCCCC2)cc1
-3,Cc1c(N(C(=O)c2ccccc2Br)C(=O)c2ccccc2C(=O)O)c(=O)n(-c2ccccc2)n1C
-1,CC(=O)c1cc(Cl)ccc1Oc1cc(=O)n(C)c(=O)n1C
-3,COc1ccc(/C=C/c2cc(=O)oc3ccc(C)cc23)cc1
7,C/C(=N/NC(=O)CCCCCNC(=O)c1ccccc1)c1ccccc1O
3,CCc1n[nH]c(=S)n1/N=C/c1ccco1
-5,O=C(NCc1ccc(F)cc1)c1ccc(CS(=O)(=O)c2ccc(Cl)cc2)o1
5,CC1=C(C#N)c2nc(N)c(C#N)c(C)c2/C1=C\c1ccc(Sc2ccccc2)o1
9,Cc1cccnc1NC(=O)Nc1ccc(C(C)C)cc1
-4,Cc1ccc(NC(=O)Cn2cc(C(=O)c3ccco3)c3ccccc32)cc1
3,COc1ccc(CCNC(=O)c2ccc3c(c2)N(Cc2c(F)cccc2Cl)C(=O)CS3)cc1OC
-5,CC(C)CC1N=C2c3ccccc3N=C(SCC(=O)NCCc3ccc(Cl)cc3)N2C1=O (configuration not stated)
-5,COc1cccc(C2C3=C(CCCC3=O)OC(=N)C2C#N)c1OC (configuration not stated)
2,COc1ccc(CC(O)c2ccc(OC)c(OC)c2)cc1 (configuration not stated)
0,COc1ccccc1NC(=O)N1CCOC(Cc2ccc(F)cc2)C1 (configuration not stated)
12,CCCCn1nnnc1NC(=O)NC1COC2(CCCC2)C1 (configuration not stated)
-2,O=C(NCC1CCCO1)c1ccc(C(=O)NCC2CCCO2)nc1 (configuration not stated)
-3,CCn1cc(C(=O)NCc2ccc(F)cc2)c(=O)c2cc(S(=O)(=O)N(C)C)ccc21
3,COCc1c(C(=O)NCCN2CCOCC2)cnn1-c1ncc2c(n1)-c1ccccc1CCC2
-5,COc1ccccc1CCNc1nc2nonc2nc1NC1CC1
8,O=C(Nc1cccnc1)c1cc(-c2ccc(Cl)c(Cl)c2)nc2ccccc12
4,O=S(=O)(c1ccc(Cl)cc1)c1nnn2c1nc(NC1CCCCC1)c1sccc12
-1,CCNS(=O)(=O)c1cc(OCC)c(C)cc1C
-2,CCCCN=C1CCc2ccccc2N1
7,CC(C)c1cc(C(=O)N2CCN(c3ccccc3)CC2)cs1
7,COc1ccccc1CNc1nc2nc(C)c(Cl)c(C)n2n1
-4,Cc1ccc(NC(=O)Cn2c(=O)ccc3cc(S(=O)(=O)N4CCC(C)CC4)ccc32)cc1Cl
0,CCOc1ncnc2sc3c(c12)CCC(C)C3 (configuration not stated)

The listing continues.
ROC1-CUL1 inh,SMILES
-6,COCCNC(=O)c1nn(-c2ccc(C)cc2)c(=O)c2c1c1ccccc1n2C
14,CC(C)CC(=O)Nc1cccc(Cl)c1N1CCN(C(=O)C(C)C)CC1
-8,Cc1ccc(-c2nnc(Nc3ccc4c(c3)OCO4)c3ccccc23)cc1S(=O)(=O)NCc1ccccn1
-1,COCc1[nH]nc2c1C(c1ccccc1Cl)C(C#N)C(=N)O2 (configuration not stated)
2,CC(=S)NC(=O)c1ccc(Br)cc1Br
7,C[C@@H](NC(=O)CN(c1ccccc1)S(=O)(=O)N(C)C)c1ccccc1
-1,Cc1cc(C)cc(-n2c(C)cn3c4c(=O)[nH]c(=O)n(C)c4nc23)c1
4,C=CCOc1nc(-c2ccc(Br)cc2)nc2ccccc12
-7,CCOc1ccccc1N1CCN(C(=O)C(F)(F)F)CC1
11,O=C(Cn1cnc2ccccc21)Nc1ccc(Cl)cn1
2,O=C1C2C3c4ccccc4C(c4ccccc43)C2C(=O)N1CCCO (configuration not stated)
-1,O=[N+]([O-])c1ccc(/C=C/C=Nc2ccccc2O)cc1
4,CCn1cc(C(=O)NCCc2ccc(C)cc2)c(=O)c2cc(S(=O)(=O)N3CCC(C)CC3)ccc21
-1,Cc1ccc(C)c(S(=O)(=O)c2cn(C)c3cc(N4CCCCC4C)c(F)cc3c2=O)c1 (configuration not stated)
-4,Clc1cccc(CNc2ccc(N3CCOCC3)cc2)c1Cl
-2,COc1ccc(NC(=O)CN2C(=O)C3(SCC(=O)N3c3cccc(OC)c3)c3ccccc32)cc1 (configuration not stated)
-1,COCc1[nH]nc2c1C1(CCSCC1)C(C#N)C(=N)O2 (configuration not stated)
-1,CCOC(=O)c1ccc(NC(=O)CSc2nnc3c4ccccc4n(CC)c3n2)cc1
3,O=C(NCCCN1CCOCC1)c1ccc(Br)cc1Br
1,Cc1nn(CCC#N)c(C)c1Br
4,O[C@]1(c2cccs2)c2cccc(Cl)c2[C@@](O)(c2cccs2)c2cccc(Cl)c21
8,C=CCO[C@H]1[C@H](NC(=O)COC)c2ccccc2C12CCN(C(=O)CCc1cccs1)CC2
4,COc1ccc(NC(=O)c2cnoc2C)cc1OC
-4,COCCn1c(SCC(=O)c2ccc(F)cc2)nc2cc(C(=O)NC3CCCC3)ccc2c1=O
-2,CCC1CCc2c(sc(NC(=O)C34CC5CC(CC(C5)C3)C4)c2C(N)=O)C1 (configuration not stated)
1,O=C(CN1C(=O)C2C3CCC(C3)C2C1=O)Nc1cccc(Cl)c1 (configuration not stated)
3,COc1ccc(-n2ccn(CC(=O)Nc3ccc(C)cc3C)c(=O)c2=O)cc1
-3,Cc1ccc(C)c(NC(=O)c2cncc(Br)c2)c1
-6,O=C(CSc1ncc(CO)n1Cc1ccccc1)Nc1nc2ccccc2s1
1,Cc1ccc(N(CC(O)C(O)C(O)CO)C2=NC(=O)NC(=O)C2)cc1C (configuration not stated)

Ordered by the number under ROC1-CUL1 inh (highest first): some entries from above
SMILES,ROC1-CUL1 inh
COc1ccc(NC(=O)c2cnoc2C)cc1OC,4
COCCn1c(SCC(=O)c2ccc(F)cc2)nc2cc(C(=O)NC3CCCC3)ccc2c1=O,-4
O=C(CSc1ncc(CO)n1Cc1ccccc1)Nc1nc2ccccc2s1,-6

Returning to the listing with the 6 entries that preceded the break.
ROC1-CUL1 inh,SMILES
-2,CCC1CCc2c(sc(NC(=O)C34CC5CC(CC(C5)C3)C4)c2C(N)=O)C1 (configuration not stated)
1,O=C(CN1C(=O)C2C3CCC(C3)C2C1=O)Nc1cccc(Cl)c1 (configuration not stated)
3,COc1ccc(-n2ccn(CC(=O)Nc3ccc(C)cc3C)c(=O)c2=O)cc1
-3,Cc1ccc(C)c(NC(=O)c2cncc(Br)c2)c1
-6,O=C(CSc1ncc(CO)n1Cc1ccccc1)Nc1nc2ccccc2s1
1,Cc1ccc(N(CC(O)C(O)C(O)CO)C2=NC(=O)NC(=O)C2)cc1C (configuration not stated)
6,Cc1c(Cl)cccc1NC(=O)CSc1cc(-c2ccccc2)ncn1
6,CCOc1cc(C(=O)Nc2ccc(I)cc2C)cc(OCC)c1OCC
5,CC(C)NS(=O)(=O)c1ccc2c(c1)NCC2
3,Cc1ccc(C(C)C)c(OCCOCCN2CCCCC2)c1
-11,COc1ccc(S(=O)(=O)N2CCC(n3c(C)nc4cccnc43)CC2)cc1Cl
7,Cc1ccc(N2CCN(c3ccc(C)cc3)C2c2cc(Cl)cc3c2OCOC3)cc1
6,CC1(C)Cc2c(c(-c3ccccc3)nc3sc4c(=O)n(N)c(-c5ccccc5)nc4c23)CO1
2,CCCc1ccc(C(=O)N2CCC3(CC2)OCCO3)cc1
-12,CC(Oc1ccc(Cl)cc1Cl)C(=O)Nc1cccnc1Cl (configuration not stated)
9,Cc1cc(C)c(CN2CC[C@@H](N3CCCCCC3)[C@H](O)C2)cc1C
10,COc1ccc(OCc2nc(C(=O)N3CCc4ccccc4C3)co2)cc1
14,C/C(=N/Nc1ccccc1[N+](=O)[O-])c1ccccc1O
2,CCc1noc(C)c1C(=O)NCc1ccc(Cl)cc1Cl
-7,CC1CCc2c(sc(NC(=O)C(F)(F)F)c2C(N)=O)C1 (configuration not stated)
1,COC(=O)c1ccccc1NC(=O)CSc1nnc(CNc2ccc(C)c(Cl)c2)n1C
8,CN(C)CCNc1oc(-c2cccs2)nc1C#N
2,CCC(C)OC(=O)/C(C#N)=C\c1ccc(-c2cccc(C(F)(F)F)c2)o1 (configuration not stated)
-1,Cc1cc(C)n2c(c1)cc(=O)c1ccccc12
-1,O=C(CSc1ncc(-c2ccccc2)[nH]1)Nc1cccc(C(F)(F)F)c1

Screens as filed in PubChem.
